# Screening data from PubChem.
# RPL19A-GFP yeast = RPL19A-GFP expression modulators in yeast, primary screen, cell-based, S. cerevisiae, multiplex flow cytometry, MLPCN | S. cerevisiae RPL19A-GFP strain, 3 h; hits give low values | 0.3% of 330,000 active | AID 2025, 2009 | percent response vs DMSO, % at 10 µM;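 active = percent response vs DMSO below 50%; inconclusive = fewer than 70 events counted for the yeast strain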;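 note: median channel GFP fluorescence of the barcoded RPL19A-GFP strain; ratio of sample median GFP to plate DMSO average so 100% = DMSO; lower means less RPL19A-GFP as with rapamycin TOR inhibition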
# Efflux pump mplx = inhibitors of Candida efflux pumps in yeast, primary screen, S. cerevisiae, Nile Red, multiplex. inhibition, % at 10 µM. 0.44% of 330,000 active. S. cerevisiae Candida pump triplex. AID 485275, 2010;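 active = plate passing quality check with inhibition over a set limit, or well fluorescence over plate mean plus 4 SD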;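 note: Nile Red retained in pooled yeast measured as flow cytometry median fluorescence; 0% = buffer negative control and 100% = Enniatin B positive control; higher means more Nile Red kept so more efflux inhibition; some compounds called inactive have numbers as strong as hits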
# CR mimetic SO = reduction of superoxide in aged yeast, primary screen, HTS. 0.18% of 330,000 active. superoxide response (% of plate mean), % at 10 µM. AID 2690, 2010. S. cerevisiae aged cells, superoxide DHE fluorescence; hits give low values;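 active = superoxide response under a set limit, about three screen SD below normal, cut at about 65% in these data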;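 note: yeast aged for seven days with compound at 30 °C before DHE staining; 100% = average MFI of all compound-treated wells on the plate with controls excluded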
# MEP2 TOR yeast = modulators of MEP2-GFP levels in yeast, primary screen, S. cerevisiae, multiplex flow cytometry, MLPCN library; GFP response vs DMSO, % at 10 µM; S. cerevisiae MEP2-GFP strain, 3 h; 100% = DMSO control level; AID 2016, 2009; 0.51% of 330,000 active;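 active = GFP response versus DMSO above a set limit, roughly screen mean plus 3 SD, cut at about 180% in these data; inconclusive = fewer than 70 cells counted for a yeast strain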;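 note: median GFP fluorescence of the barcode-gated MEP2-GFP cells per well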
# AGP1-GFP MLPCN = modulators of AGP1-GFP expression in yeast TOR pathway, primary screen, cell-based, multiplex flow cytometry, S. cerevisiae, MLPCN library; 0.02% of 320,000 active; AID 2066, 2009; GFP response vs DMSO, % at 10 µM; 3 h; GFP as percent of DMSO wells;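 active = GFP response relative to DMSO above a set limit, near screen average plus 3 SD, cut at about 150% in these data; inconclusive = fewer than 70 cells counted for the yeast strain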;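 note: median GFP channel fluorescence of the gated AGP1 strain per well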
# AHR activator = AHR activators, primary screen, cell-based, luminescence, luciferase reporter, human; AHR-responsive luciferase reporter cells; Aryl hydrocarbon receptor (Homo sapiens), P35869; activation, % at 5 µM; 2.5% of 320,000 active; in the data active = activation above about 47%;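 note: 0% = vehicle wells and 100% = reference agonist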
# Target sequence (P35869 whole entry, looked up): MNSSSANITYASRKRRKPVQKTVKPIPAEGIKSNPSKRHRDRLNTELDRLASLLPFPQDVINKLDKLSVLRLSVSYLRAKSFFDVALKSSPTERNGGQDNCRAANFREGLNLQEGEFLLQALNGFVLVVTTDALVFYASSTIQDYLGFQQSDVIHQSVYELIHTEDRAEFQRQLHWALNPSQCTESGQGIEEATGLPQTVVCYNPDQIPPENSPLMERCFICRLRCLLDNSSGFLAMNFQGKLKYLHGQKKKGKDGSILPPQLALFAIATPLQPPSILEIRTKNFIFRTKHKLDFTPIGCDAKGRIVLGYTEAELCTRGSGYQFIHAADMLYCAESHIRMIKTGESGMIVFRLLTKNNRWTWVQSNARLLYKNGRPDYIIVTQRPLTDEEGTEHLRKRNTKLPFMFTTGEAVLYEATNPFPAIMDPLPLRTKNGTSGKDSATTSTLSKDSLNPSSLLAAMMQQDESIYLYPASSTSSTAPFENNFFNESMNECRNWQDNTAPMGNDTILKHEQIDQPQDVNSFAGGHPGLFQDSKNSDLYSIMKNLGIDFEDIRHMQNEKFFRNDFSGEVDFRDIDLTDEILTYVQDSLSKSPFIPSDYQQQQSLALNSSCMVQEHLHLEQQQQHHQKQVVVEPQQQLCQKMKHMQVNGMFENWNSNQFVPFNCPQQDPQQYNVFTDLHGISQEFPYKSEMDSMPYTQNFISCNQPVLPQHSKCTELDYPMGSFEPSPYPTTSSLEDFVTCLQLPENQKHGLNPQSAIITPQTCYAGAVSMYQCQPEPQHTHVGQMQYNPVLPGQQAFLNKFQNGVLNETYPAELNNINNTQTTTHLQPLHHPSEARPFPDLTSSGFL
# CIT2-GFP yeast = modulators of CIT2-GFP expression in yeast, primary screen, S. cerevisiae, GFP fusion, multiplex flow cytometry, MLPCN library. GFP response vs DMSO, % at 10 µM. 0.065% of 320,000 active. S. cerevisiae CIT2-GFP strain, 3 h; 100 means same as DMSO wells;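 active = GFP response relative to DMSO above a set limit, near the screen mean plus 3 SD, cut at about 150% in these data; inconclusive = Fewer than 70 cells measured for a yeast strain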;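 note: ratio of well median GFP fluorescence to mean of DMSO wells on the plate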
# LAP4-GFP MLPCN = modulators of LAP4-GFP expression in yeast, primary screen, S. cerevisiae, multiplex flow cytometry, MLPCN library; 3 h; median GFP as percent of DMSO wells; GFP response vs DMSO, % at 10 µM; 0.34% of 320,000 active;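 active = GFP response vs DMSO above a set limit, about the screen mean plus 3 SD, cut at about 150% in these data; inconclusive = under 70 cell events counted for the yeast strain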
# * marks the source's active call; other numbers are inactive results; ? = inconclusive; nt = not tested or not shown; [ ] = remark or other dose. The order is random; 3.9% or so of the library scored in one or more.
SMILES,RPL19A-GFP yeast,Efflux pump mplx,CR mimetic SO,MEP2 TOR yeast,AGP1-GFP MLPCN,AHR activator,CIT2-GFP yeast,LAP4-GFP MLPCN
O=C(Nc1nnc(C2=COCCO2)o1)c1ccc([N+](=O)[O-])s1,95,0.0,103,117,55,-1,75,113
CCc1cccc(NC(=O)COc2ccccc2)c1,21*[may fluoresce violet],0.2,92,252*[may fluoresce violet],?,5,?,95[may fluoresce violet]
COC(=O)c1cn(NC(=O)/C=C/c2ccc(OC)c(OC)c2)c(=O)c2ccccc12,109,-0.4,91,102,101,4,106,103
COC(=O)c1nc(-c2ccccc2)nc(-c2ccccc2)c1C(=O)OC,94,0.0,105,96,98,-3,98,96
Cc1c(Br)c([N+](=O)[O-])nn1CC(=O)N(C)Cc1ccccc1,100,-0.2,101,91,100,-1,88,110
CN(Cc1nc2ccccc2c(=O)[nH]1)c1ccccc1,101,0.1,101,103,101,8,101,95
Cc1cc(C)c(S(=O)(=O)n2c([N+](=O)[O-])cnc2C)c(C)c1,98,0.1,97,99,99,1,93,95
CCCC/C(O)=C1\C(=O)CC(C)(C)CC1=Nc1ccccc1OC,99,0.0,89,104,99,-2,108,97
NC(=O)c1ccnc2c(O)cccc12,97,-0.1,100,91,80,1,93,90
O=C(c1ccccc1-n1cccc1)N1N=C(C(F)F)CC1(O)C(F)F (configuration not stated),101,0.6,91,94,96,11,99,96
CC(=O)Nc1ccc(/C=C2\CCc3ccccc3C2=O)cc1,99,-0.1,91,111,87,7,92,112
COc1ccc(OC)c(CN2CCCC(CO)C2)c1 (configuration not stated),111,0.0,98,99,89,1,83,77
COc1ccc(NC(=O)c2ccc(CNS(=O)(=O)c3cccc(OC)c3)cc2)cc1,99,0.0,98,100,100,9,103,103
CCn1cc(CN2CCCC(C(=O)Nc3ccc(-c4cscn4)cc3)C2)c(C)n1 (configuration not stated),98,0.3,96,100,98,8,103,88
Cc1oc2cc(O)ccc2c(=O)c1N1C(=O)c2ccccc2C1=O,99,0.3,89,121,105,0,108,107

# Some of these compounds in order of the CIT2-GFP yeast value, largest number first.
mol	CIT2-GFP yeast
COC(=O)c1cn(NC(=O)/C=C/c2ccc(OC)c(OC)c2)c(=O)c2ccccc12	106
COC(=O)c1nc(-c2ccccc2)nc(-c2ccccc2)c1C(=O)OC	98
Cc1c(Br)c([N+](=O)[O-])nn1CC(=O)N(C)Cc1ccccc1	88

# The listing continues:
SMILES,RPL19A-GFP yeast,Efflux pump mplx,CR mimetic SO,MEP2 TOR yeast,AGP1-GFP MLPCN,AHR activator,CIT2-GFP yeast,LAP4-GFP MLPCN
CC(C)c1ccc(OCc2ccc(C(=O)O)o2)cc1,107,0.4,109,103,95,-3,100,101
CNS(=O)(=O)c1cccc(C(=O)OCCCOC(=O)c2cccc(S(=O)(=O)NC)c2)c1,101,-1.9,79,107,86,nt,92,86
CCn1c(SC)nc2c(c1=O)SC(C)C2 (configuration not stated),101,0.0,94,101,103,-4,105,101
CSc1n[nH]c(/N=C/c2oc(O)c3ccccc23)n1,107,0.0,88,106,111,16,117,102
Cc1ccc(C2C(C#N)=C(N)N(c3cccnc3)C3=C2C(=O)CCC3)c(C)c1 (configuration not stated),93,0.1,106,95,91,3,89,97
O=C(CC1C(=O)NCCN1CC1CCCCC1)NCc1cc(F)ccc1F (configuration not stated),100,0.1,108,99,105,7,104,105
CCCCCCCC[n+]1c(C)n(-c2ccccc2)c2ccc(NC(C)=O)cc21,93,0.2,112,95,93,6,90,96
Cc1ccc(NC2CCCN(C(=O)CN3C(=O)c4ccccc4C3=O)C2)cc1C (configuration not stated),97,0.1,102,97,91,23,94,83
CN(C)c1nc(C(=O)OCCO)nc(N(C)C)n1,101,-0.1,100,99,104,3,108,103
O=C(CN1CCN(S(=O)(=O)c2ccc(Cl)cc2)CC1)Nc1ccc2c(c1)OCO2,97,0.0,106,103,99,0,100,91
Cc1csc2nc(CNC(=O)C3CC=CCC3C(=O)O)cn12 (configuration not stated),95,0.1,92,98,94,2,90,104
Cc1ccc(NC(=O)c2sccc2C)nc1,101,-0.4,106,96,97,12,98,91
Cc1noc(NS(=O)(=O)c2ccc(NC(=O)COc3ccc(Cl)cc3Cl)cc2)c1C,99,0.0,120,101,100,-3,97,99
Cn1cccc1Cc1nnc(SCC(=O)NCc2ccco2)n1-c1ccc(F)cc1,95,0.0,97,98,99,1,101,96
COc1ccc(/C=C/c2nc3ccccc3n2Cc2ccccc2OC)cc1,103,0.2,101,103,95,20,105,80
COc1ccc(S(=O)(=O)Nc2ccc(S(=O)(=O)Nc3nccs3)cc2)cc1,100,-0.1,119,94,99,0,101,96
CC1(C)CCC[C@@]2(C)CC=C(C(=O)O)[C@@H]3C[C@]312,15*[may fluoresce violet],-0.1,90,480*[may fluoresce violet],?,-1,?,95[may fluoresce violet]
Cc1ccc(NC(=S)N2CCCC(c3ccccc3)=N2)cc1,104,-0.1,90,100,nt,21,nt,nt
S=C(NC1CCCCC1)N1CCOCCOCCN(C(=S)NC2CCCCC2)CCOCCOCC1,98,0.1,107,92,94,1,95,96
CCOC(=O)Cc1csc(NC(=S)NC(=O)c2ccccc2C)n1,97,0.0,91,106,96,-2,89,102
CCc1nnc(NC(=O)c2ccc3c(c2)C(=O)N(CC)C3=O)s1,106,0.0,134,102,108,-1,107,119
Cc1ccc(S(=O)(=O)N2CCC(C(=O)NN3CCCCC3)CC2)cc1,90,0.1,111,88,88,1,86,92
Cn1ccnc1-c1nc2ccccc2[nH]c1=O,99,-0.1,115,100,98,1,99,94
CC(=O)c1cccc(N(CC(=O)NC2CCCC2)C(=O)c2ccc(C)s2)c1,102,0.1,101,107,97,0,94,95
Cc1noc(C)c1CSCC(=O)Nc1nc2ccc(F)cc2s1,100,0.0,98,95,106,28,97,103
CN(C)c1ccc(CNn2cnnc2SCc2ccc(F)cc2)cc1,104,0.1,80,104,100,15,98,105
CCOCCCNC(=S)Nc1cc(OCC)c(NC(=O)c2ccco2)cc1OCC,101,-0.1,104,105,97,12,100,100
CN(C)CCOC(=O)NCC12CC3CC(CC(C3)C1)C2,99,-0.1,92,99,129,0,118,110
Cc1cccn2cc(-c3ccc(F)cc3)nc12,96,-0.1,93,106,93,28,101,100
CCOC(=O)c1snc(-c2ccc(F)cc2)c1N,96,-0.3,111,104,91,2,96,104
CCOC(=O)C1CCCN(C(=O)c2cn(CC(C)C)c(=O)c3cc(OC)c(OC)cc23)C1 (configuration not stated),100,-0.1,86,96,103,1,100,101
Cc1noc(C)c1C(=O)N1CCOCC1,98,0.0,91,102,97,-5,91,102
COc1ccc(C2(C(=O)Nc3ccc(OC)cc3OC)CCCC2)cc1,89,0.1,99,95,93,0,88,99
Cc1cc(C)n(-c2ccc(C(=O)C(C#N)c3nc4ccccc4n3C)cc2)n1 (configuration not stated),94,2.1,79,93,92,-3,96,90
Nc1ccccc1-n1c(=O)n(Cc2ccccc2F)c(=O)c2[nH]cnc21,106,0.0,101,106,103,2,102,95
CCOC(=O)c1ccc(NC(=O)CSc2nnc(-c3ccncc3)n2C)cc1,91,-0.1,102,94,88,-1,88,77
O=C(Cn1ccc([N+](=O)[O-])n1)N1CCCc2ccccc21,93,-1.0,101,95,94,7,91,88
COC(=O)c1cn(-c2ccccc2)nc1-c1cccnc1,99,-0.1,85,108,100,1,102,105
Cc1ccccc1CC1(CO)CCCN(Cc2cn[nH]c2-c2ccccc2)C1 (configuration not stated),100,0.0,105,92,101,0,92,107
COC(=O)c1ccc(C2/C(=C(\O)c3ccc4c(c3)OCCO4)C(=O)C(=O)N2c2nnc(C)s2)cc1 (configuration not stated),102,-0.2,95,114,112,8,115,105
O=C1CN(C(=O)c2ccc(Br)o2)C(c2ccc(F)cc2)c2cc(Cl)ccc2N1 (configuration not stated),98,-0.1,97,102,102,27,109,100
COc1cc(/C=C(\C#N)c2ccccn2)ccc1OCc1ccccc1,97,-0.1,83,94,96,-1,99,94
Cc1ccc(-c2nnn(CC(=O)N(CC(=O)NC3CCCC3)c3ccc(F)cc3)n2)o1,66,-0.7,100,179*,16,-1,90,87
Cc1[nH]n2c(=O)cc(-c3ccc([N+](=O)[O-])cc3)nc2c1-c1ccccc1,94,-0.1,98,98,100,1,99,99
CN1CCC(=C(c2ccc(Cl)cc2)c2ccccn2)CC1,104,0.4,127,98,104,12,97,109
CCn1c(SCC(=O)NC2CCCCC2)nc2c(c1=O)SCC2,100,0.0,91,98,96,0,100,93
CC(C(=O)N1CCc2ccccc2C1)N(c1ccccc1)S(C)(=O)=O (configuration not stated),113,-0.2,101,118,116,2,115,104
CC(=O)N1CCN(c2ccc(NCc3ccc(C)cc3)cc2)CC1,104,0.1,91,101,110,2,103,99
CCCNC(=O)CSc1nccn1Cc1ccc(OC)cc1,96,0.0,98,106,112,5,107,105
Cc1cc(C)nc(NN2C(=O)C=CC2=O)n1,95,-0.1,100,98,111,18,113,105
N#Cc1ccc(CSc2nnc(-c3ccccc3)n2Cc2ccco2)cc1,104,0.1,85,110,100,0,103,105
N#Cc1nc(Cc2cccc3ccccc23)oc1NCc1ccc(F)cc1,89,-0.1,97,94,89,-1,102,92
COc1ccccc1NC(=O)Cn1nnc(C(=O)Nc2ccccc2)c1N,93,0.1,113,107,99,11,92,100
O=[N+]([O-])c1ccccc1/C=C/C=N/n1c(-c2ccccc2)n[nH]c1=S,104,-0.5,81,107,99,17,100,93
COc1ccc(C(=O)NC2CCCc3ccccc32)cc1Br (configuration not stated),96,0.0,107,98,91,5,90,98
Cc1c(C(=O)OCC(=O)Nc2ccc3c(c2)OCO3)cccc1[N+](=O)[O-],108,0.4,96,104,101,0,96,91
O=C(COC(=O)c1ccc2ncsc2c1)Nc1ncc(Cl)cc1Cl,103,-0.5,158,101,100,0,100,89
COc1ccc(-c2ccc(=O)n(CC(=O)Nc3nnc(C(C)C)s3)n2)cc1OC,103,-0.1,96,105,107,4,111,96
Cc1ccc(-c2nc3cccnc3s2)cc1NC(=O)c1ccco1,97,0.4,99,106,96,42,90,106
CC(C)CCNC(=O)CN(Cc1ccc(F)cc1)C(=O)CCC(=O)Nc1ccccn1,103,0.5,89,96,106,0,108,99
# Next structures follow:
SMILES,RPL19A-GFP yeast,Efflux pump mplx,CR mimetic SO,MEP2 TOR yeast,AGP1-GFP MLPCN,AHR activator,CIT2-GFP yeast,LAP4-GFP MLPCN
Cc1ccc(-c2ccc(=O)n(CC(=O)NCC3COCCO3)n2)cc1 (configuration not stated),103,0.1,101,103,99,1,103,98
CC(=O)Nc1ccc(-c2nnn(CC(=O)c3ccc(F)cc3)n2)cc1Cl,96,0.1,101,95,103,-2,93,88
CN(C1CCCCC1)S(=O)(=O)c1ccc(SCC(=O)C(C)(C)C)nc1,95,0.3,111,97,89,0,85,nt
COc1ccc(NS(=O)(=O)c2cccc(C(=O)NNC(=O)CNC(=O)c3cccc(C)c3)c2)cc1,100,-1.0,96,104,98,1,110,102
Cc1ccc(CN2CCN(/N=C/c3cc(Br)cc(Br)c3O)CC2)cc1,96,-0.2,105,101,101,-1,94,114
